Screening data deposited in PubChem BioAssay by NCI.
NCI-60 one-dose screen, 48 h, at 10 µM unless noted. Numbers give growth in % (100 = growth as untreated, 0 = no growth, -100 = all killed).
BT-549 = BT-549 breast cancer | 78,000 tested, 4.4% active | AID 1794793
T-47D = T-47D breast cancer; 79,000 tested, 5% active; AID 1794792
MCF7 = MCF7 breast cancer; 82,000 tested, 6.3% active
HS 578T = HS 578T breast cancer; 78,000 tested, 4.1% active
MDA-MB-468 = MDA-MB-468 breast cancer | 78,000 tested, 8.5% active | AID 2202374
K-562 = K-562 leukemia; 78,000 tested, 7.4% active; AID 1794777
SR = SR leukemia cells. 73,000 tested, 8.7% active
MDA-MB-231 = MDA-MB-231 breast cancer | AID 1794789 | 81,000 tested, 5% active
Starred values were filed as active, the others as inactive; · = no result given; & = joins results of further samples. How the source made its calls: active means growth percent below 10; inactive means the rest.

1: CCOC(=O)C1=NNC(c2ccc(Cl)cc2)C1C(=O)N1C(=S)NC(=O)C1CC(C)C (configuration not stated)
2: CC(C)c1ccc(CNc2sc3c(c2C#N)CCC(=O)C3)cc1
3: CCOC(=O)CSc1nc2sc3c(c2c(=O)n1-c1ccccc1)CCCCC3
4: c1ccc2c(c1)NC1(CCCCC1)n1nccc1-2
5: O=CC(O)C1OC(=O)C(O)C1O (configuration not stated)
6: COc1ccc(NC(=O)CSc2nnc(-c3ccc4nc(-c5ccc(Cl)cc5)[nH]c4c3)o2)cc1OC
7: CC(=O)Nc1cc2cc(N=CN(C)C)ccc2oc1=O
8: CC(=O)Nc1ccc(-c2cn(-c3cccc(C(=O)Nc4cccc(OC(F)(F)F)c4)c3)nn2)cn1
Assay by compound,1,2,3,4,5,6,7,8
MCF7,91,85,94,107,101,83,97,70
BT-549,106,97,110,77,99,125,113,97
K-562,98,48,98,93,114,102,·,62
T-47D,89,76,94,92,102,89,101,93
MDA-MB-231,86,101,105,108,124,81,116,97
SR,97,72,103,95,·,113,116,98
MDA-MB-468,102,93,122,104,106,98,95,87
HS 578T,99,109,103,107,·,92,103,54

9: CC1CN(Cc2ccco2)C(=S)NC1=O (configuration not stated)
10: O=C(O)c1ccccc1C(=O)c1ccc(I)cc1
11: FC(F)(F)c1ccc2c(Nc3cccc(C4CC(c5ccccc5)=NN4c4ccc(Cl)cc4)c3)ccnc2c1 (configuration not stated)
12: COc1ccc(/C=C2\C(=O)N(C(=O)c3csc(NC(C)=O)n3)N=C2C)cc1
13: CN(C)c1ccc(-c2nc3ncc(Br)cc3o2)cc1
14: CC1(C)[C@@H](O)CC[C@]2(C)[C@H]3CC[C@@H]4[C@H]5[C@H](C(=O)/C=C/c6ccc(C(F)(F)F)cc6)CC[C@]5(CO)CC[C@@]4(C)[C@]3(C)CC[C@@H]12
15: N=C1C(c2nc(-c3ccc(Br)cc3)cs2)=C(O)CN1CC1CCCO1 (configuration not stated)
16: COc1ccc(C2CC(c3ccc(Nc4nc(NCCO)nc(NCCO)n4)cc3)=NN2c2ccc(Cl)cc2)cc1 (configuration not stated)
Assay by compound,9,10,11,12,13,14,15,16
MCF7,104,92,12,88,98,32,78,47
BT-549,102,·,56,96,78,60,106,99
K-562,96,104,6.6*,95,82,33,64,44
T-47D,96,83,62,99,76,34,96,48
MDA-MB-231,97,110,68,105,90,71,91,82
SR,75,101,-11*,82,94,18,39,52
MDA-MB-468,103,108,47,112,·,62,·,95
HS 578T,108,104,85,111,97,60,89,86

17: Nc1nnc(-c2cc(=O)oc3ccc(Cl)cc23)s1
18: CC12SCC(C(=O)NCc3ccccc3C(F)(F)F)N1C(=O)c1ccccc12 (configuration not stated)
19: NC(=O)C1(C(=O)O)OC1(c1ccc(Cl)cc1)c1ccccc1Cl (configuration not stated)
20: CCOC(=O)c1cn(CC)c2cc(N(C)CCc3ccc(OC)c(OC)c3)c(F)cc2c1=O
21: C=CCN1C(=O)CS/C1=N/S(=O)(=O)c1ccc(NNc2c3ccccc3nc3ccccc23)cc1
22: COc1ccccc1/C=C1\Oc2cc(OCCCN3CCCC3)ccc2C1=O
23: O=C(c1ccc(OCCN2CCCCC2)cc1)c1c(-c2ccc(OS(=O)(=O)c3ccc(F)cc3)cc2)sc2cc(OS(=O)(=O)c3ccc(F)cc3)ccc12
24: CCOC(=O)c1nn(-c2ccc(Cl)cc2)c(=N/N=C(\C)c2c(Oc3ccccc3)c(OC)c3occc3c2OC)s1
Assay by compound,17,18,19,20,21,22,23,24
MCF7,95,91,90,100,90,80,65,100
BT-549,98,105,106,123,98,95,73,117
K-562,96,88,107,86,78,5.0*,54,95
T-47D,96,86,101,88,88,·,71,105
MDA-MB-231,97,100,121,110,94,86,97,109
SR,103,73,98,84,81,47,20,103
MDA-MB-468,93,102,105,100,86,86,76,112
HS 578T,92,94,107,110,92,84,88,111

25: CCC(c1nnc(-c2ccccc2)o1)N(C)c1cccc(-c2ccc3c(c2)OCCO3)c1C (configuration not stated)
26: O=C1C=CC(=Nc2ccc3c(c2)Cc2ccccc2-3)O1
27: Cc1ccc(/C=N/N=C(N)N)cc1
28: CCCCCCCC(CO)CO
29: Clc1ccc2nc(-c3nnc(-c4ccccc4)o3)c(Cl)nc2c1
30: CCOC(=O)OC/C=C/c1ccccc1
31: COc1ccc(-c2ccc3c4c(cccc24)C(=O)N(N2C(=O)c4cccc5cccc(c45)C2=O)C3=O)cc1
32: Cc1ccc(Nc2nc(N)[nH]c(=O)c2N=O)cc1C
Assay by compound,25,26,27,28,29,30,31,32
MCF7,84,93,89,97,67,99,16,97
BT-549,103,102,98,98,133,93,106,42
K-562,82,85,101,96,111,·,86,87
T-47D,78,93,92,95,59,·,98,100
MDA-MB-231,94,92,106,108,101,113,84,93
SR,93,85,127,98,98,·,95,44
MDA-MB-468,84,94,97,114,66,103,96,92
HS 578T,106,113,101,106,88,95,101,107

Part of the list above, limited to HS 578T, MCF7 and K-562:
no.	Molecule	HS 578T	MCF7	K-562
20	CCOC(=O)c1cn(CC)c2cc(N(C)CCc3ccc(OC)c(OC)c3)c(F)cc2c1=O	110	100	86
11	FC(F)(F)c1ccc2c(Nc3cccc(C4CC(c5ccccc5)=NN4c4ccc(Cl)cc4)c3)ccnc2c1 (configuration not stated)	85	12	6.6*

One compound at a time, as listed above. Order of values: MCF7	BT-549	K-562	T-47D	MDA-MB-231	SR	MDA-MB-468	HS 578T
Profile of CCCCCCCC(CO)CO : 97	98	96	95	108	98	114	106
Profile of Cc1ccc(/C=N/N=C(N)N)cc1 : 89	98	101	92	106	127	97	101

Next records
33: O=C(CNC(=O)OCc1ccccc1)OC(c1ccccc1)c1ccccc1
34: NC(=S)N/N=C/C=C/c1ccco1
35: C=C1CC[C@@H]2[C@](C)(COC(C)=O)[C@@H](O)CC[C@@]2(C)[C@@H]1COc1ccc2ccc(=O)oc2c1
36: O=S(=O)(O)c1ccc(O)c(N=Nc2ccc(O)cc2O)c1
37: CCCCC[C@@H](O)c1ccccc1[C@@H]1O[C@@H](CCC(=O)OC)[C@H](O)[C@H]1I
38: COc1ccc(-c2nnc(CNc3ccc(Cl)cc3)o2)cc1
39: CCN(CC)CCOC(=O)C1c2ccccc2-c2ccccc21
40: O=C1/C(=C\c2cccs2)SC(=S)N1CCc1ccc(O)cc1
Assay by compound,33,34,35,36,37,38,39,40
MCF7,95,71&86,88,97,63,84,110,122
BT-549,98,114&114,100,97,82,92,117,89
K-562,96,100&106,88,116,34,85,87,94
T-47D,98,95&100,35,110,92,83,100,64
MDA-MB-231,93,98&108,99,93,79,93,102,85
SR,74,92&103,96,118,54,92,102,94
MDA-MB-468,108,95&90,97,99,85,101,103,42
HS 578T,115,105&103,112,98,75,95,99,99

Ordered by molar mass (low to high): part of the list above.
32: Cc1ccc(Nc2nc(N)[nH]c(=O)c2N=O)cc1C
10: O=C(O)c1ccccc1C(=O)c1ccc(I)cc1
33: O=C(CNC(=O)OCc1ccccc1)OC(c1ccccc1)c1ccccc1
21: C=CCN1C(=O)CS/C1=N/S(=O)(=O)c1ccc(NNc2c3ccccc3nc3ccccc23)cc1
Assay by compound,32,10,33,21
MCF7,97,92,95,90
BT-549,42,·,98,98
K-562,87,104,96,78
T-47D,100,83,98,88
MDA-MB-231,93,110,93,94
SR,44,101,74,81
MDA-MB-468,92,108,108,86
HS 578T,107,104,115,92

New compounds follow.
41: Cc1cc2n(n1)-c1c(cnn(C)c1=O)Oc1ccccc1-2
42: O=C(/C=C1\C=CN(CCCO)c2ccccc21)n1ccc2ccccc21
43: Cc1cc(-c2ccc3nc(N)sc3c2)nc2ccc3[nH]ncc3c12
44: CCCCCC(=O)Nc1ccc(S(=O)(=O)NO)cc1
45: CC(C)C(=O)C(CCN(C)C)c1ccncc1 (configuration not stated)
46: O=c1[nH]c(NCc2ccccn2)nc2sc3c(c12)CCCC3
47: COc1cc(-c2nc(-c3ccc(-c4nc5ccc(F)cc5[nH]4)cc3)no2)cc(OC)c1OC
48: CCOC(=O)Nc1nnc(SCC(=O)Nc2ccc3oc(=O)ccc3c2)s1
Assay by compound,41,42,43,44,45,46,47,48
MCF7,94,88,21,86,98,93,41,94
BT-549,110,103,33,94,88,100,36,95
K-562,100,95,21,94,88,96,·,99
T-47D,90,92,59,91,101,78,8.6*,98
MDA-MB-231,105,92,46,106,104,99,9.6*,105
SR,92,122,14,90,96,99,33,95
MDA-MB-468,94,89,5.3*,113,103,90,·,122
HS 578T,92,104,6.2*,96,95,·,30,112

49: CC(C)c1nc(N(C)S(C)(=O)=O)nc(-c2ccc(F)cc2)c1/C=C/[C@@H](O)C[C@@H](O)CC(=O)O
50: O=C1NCC(Nc2ccccc2)C(=O)N1 (configuration not stated)
51: NC(=O)NCCO
52: CCCC1=CCCC1
53: O=c1c2ccccc2nc(N/N=C/c2ccc(Oc3ccc(Cl)cc3)cc2)n1-c1ccccc1
54: Cc1ccc(C(=O)Nc2ccc(CNCCN3CCOCC3)c(C(F)(F)F)c2)cc1C#Cc1cnc2cccnn12
55: CSc1c(-c2nc3ccccc3s2)c(N)nc2c(C(N)=O)c(Nc3ccc(Cl)cc3)nn12
56: CN1CCN(C(=O)N/C(N)=N/c2nc3ccccc3s2)CC1
Assay by compound,49,50,51,52,53,54,55,56
MCF7,·,107,98,93,91,6.8*,72,69
BT-549,103,107,101,104,106,·,122,79
K-562,130,104,99,95,93,5.1*,101,58
T-47D,99,131,·,96,103,4.3*,80,67
MDA-MB-231,64,100,·,·,95,-19*,88,·
SR,·,103,96,91,112,-16*,96,51
MDA-MB-468,99,122,102,108,97,-21*,96,51
HS 578T,110,121,94,97,109,-13*,89,·

57: COc1ccc2c(c1)CCC1=C2NC(=S)NC1c1cc(I)c(O)c(OC)c1 (configuration not stated)
58: Nc1n[nH]c2cc(F)c([C@@H]3Nc4ccc5[nH]ncc5c4[C@H]4C5CCC(C5)[C@@H]34)cc12 (some centres not stated)
59: Cc1cc(C)nc(/N=C(\N)Nc2ccc(S(=O)(=O)Nc3nc(C)cc(C)n3)cc2)n1
60: NNc1nc(-c2ccncc2)nc2sc3c(c12)CCCCCC3
61: COc1ccc2c(c1OC)C(=O)O[C@@H]2[C@H]1c2c(c(C=O)c3c(c2OC)OCO3)CCN1C
62: COc1cc2cc3c(nc2cc1OC)CCN3Cc1ccc(NC(=O)c2ccc(Cl)c(C(F)(F)F)c2)cc1
63: COc1ccc(/C=C(/C(=O)n2cnc3ccccc32)c2cc(OC)c(OC)c(OC)c2)cc1
64: O=S(=O)(NCCCNc1nccc(-c2c(-c3ccc(O)cc3)nc3sccn23)n1)c1ccc(F)cc1
Assay by compound,57,58,59,60,61,62,63,64
MCF7,47,16,95,94,98,15,84,6.5*
BT-549,90,-7.7*,117,99,105,112,82,14
K-562,31,11,102,75,102,95,43,7.5*
T-47D,46,98,100,100,90,64,90,-5.8*
MDA-MB-231,66,36,105,99,107,85,100,7.1*
SR,43,9.5*,100,84,98,71,35,3.1*
MDA-MB-468,55,-12*,106,80,109,13,89,-19*
HS 578T,74,-4.8*,103,114,108,99,83,12

Reprinted at random: two records from the list, in no set order.
60: NNc1nc(-c2ccncc2)nc2sc3c(c12)CCCCCC3
58: Nc1n[nH]c2cc(F)c([C@@H]3Nc4ccc5[nH]ncc5c4[C@H]4C5CCC(C5)[C@@H]34)cc12 (some centres not stated)
Assay by compound,60,58
MCF7,94,16
BT-549,99,-7.7*
K-562,75,11
T-47D,100,98
MDA-MB-231,99,36
SR,84,9.5*
MDA-MB-468,80,-12*
HS 578T,114,-4.8*

(more compounds)
65: COc1cc(NC(=O)Nc2cnc(Cl)nc2Oc2cccc(C(F)(F)F)c2)cc(OC)c1
66: Cc1ccc(S(=O)(=O)/C(=C\c2ccc(Cl)cc2)C(=O)c2ccc(F)cc2)cc1
67: O=C(O)c1cccc(I)c1C(=O)O
68: O=C(O)c1ccc(N/N=C\c2cc(=O)[nH]c(=O)[nH]2)cc1
69: CC[C@H](c1ccc(F)cc1)[C@@H](CC)c1ccc(F)cc1
70: Cc1ccc2nsnc2c1NC(=O)Cn1c(-c2nonc2N)nc2ccccc21
71: S=c1nc[nH]c2ccccc12
72: O=Cc1ccc(O)cc1O
73: Cc1ccc(S(=O)(=O)Nc2cccc3[nH]c(C(F)(F)F)nc23)cc1
74: N=c1c2cc(-c3ccccc3)oc2ncn1/N=C/c1ccc(Cl)cc1
Assay by compound,65,66,67,68,69,70,71,72,73,74
MCF7,96,96,105,99,112,93,94,92,13,71
BT-549,102,100,98,108,113,100,108,313,52,105
K-562,100,99,103,103,103,93,95,115,12,79
T-47D,86,105,100,97,97,104,97,92,47,81
MDA-MB-231,95,111,110,103,116,115,·,105,31,96
SR,95,92,108,118,88,·,93,90,11,35
MDA-MB-468,95,113,104,109,89,96,96,94,5.9*,88
HS 578T,103,119,106,92,106,107,·,·,24,82
